Source: PubChem BioAssay
C2C12 statin: suppression of simvastatin myotoxicity | rescue of ATP level, % at 7.49 µM | 330,000 compounds, 0.78% hits | C2C12 myotubes + simvastatin, ATP luminescence, 48 h; scaled: DMSO 0, geranylgeraniol control 100;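 active means mean ATP rescue above about 67%, or every replicate alone reaching that limit, limit read from the data, passing the limit was not always enough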;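 further: myotubes were challenged with 10 µM simvastatin during compound exposure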
miR122 inh: blocks miR-122 activity in Huh7 sensor cells; activation (reporter increase), % at 12.5 µM; AID 602342; Huh7 miR-122 Renilla luciferase sensor, 48 h; neutral wells = 0, positive control = 100; 340,000 compounds, 0.3% hits;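 active means mean replicate activation score at least 90 and every replicate individually at or above 90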;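 further: higher luciferase means less miR-122 activity so hits act as miR-122 inhibitors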
esBAF inh: SWI/SNF esBAF complex inhibition; 350,000 compounds, 2% hits; reporter increase, % at 12.5 µM; AID 602393; mouse ES cells, Bmi1-luciferase knock-in reporter, 24 h; 100% = twice the neutral-well signal; in the data active means activation above about 40%;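 further: 0% = median of the plate's neutral control wells and 100% = double that signal; a rise in the Bmi1 reporter signal indicates esBAF inhibition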
ARNT-TACC3 inh: disruptors of human ARNT/TACC3 interaction | Q9Y6A5 | AlphaScreen His-ARNT PAS-B/GST-TACC3 binding, luminescence; TACC3 fragment carries E629A point mutation | inhibition, % at 9.99 µM | 390,000 compounds, 0.66% hits;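 active means mean inhibition of replicates at least 50% and at least half of replicates each reaching 50%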;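 further: 0% = complete ARNT plus TACC3 wells and 100% = ARNT alone without TACC3; many hits fall short of the cut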
Cneo AK release: Cryptococcus neoformans lysis via adenylate kinase release; lysis activity, % at 15 µM; 360,000 compounds, 0.2% hits; C. neoformans lysis, adenylate kinase release luminescence, 4 h; normalised: neutral wells 0, clomiphene wells 100;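 active means mean lysis activity across replicates of at least 80%, whatever share of replicates individually reach that level; inactive means mean lysis activity below 80%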
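Material: C. neoformans cells; Schedule: 4 h static compound exposure, 37 °C, read 1 h post-reagent; Measured by: adenylate kinase release luminescence; Read-out: signal increase indicating cell lysis; Controls: Clomiphene as positive lysis control.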
SIRT5 block: inhibitors of human sirtuin-5 desuccinylase; 330,000 compounds, 1.1% hits; Purified SirT5, succinyl-peptide AMC, trypsin-coupled fluorescence; inhibition, % at 15 µM; in the data active means inhibition above about 15%
Target sequence (Q9NXA8 whole entry, looked up): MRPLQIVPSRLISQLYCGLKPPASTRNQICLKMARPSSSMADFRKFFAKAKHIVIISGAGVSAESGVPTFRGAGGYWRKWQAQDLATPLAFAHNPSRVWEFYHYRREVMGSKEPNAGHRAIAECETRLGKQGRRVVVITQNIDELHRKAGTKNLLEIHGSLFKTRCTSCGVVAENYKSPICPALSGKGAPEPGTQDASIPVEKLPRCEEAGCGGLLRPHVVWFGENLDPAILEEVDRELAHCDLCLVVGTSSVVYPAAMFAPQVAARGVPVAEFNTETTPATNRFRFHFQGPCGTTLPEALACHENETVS
ERp5 inh: blocks human ERp5 reductase activity on insulin; inhibition, % at 9.99 µM; Q15084; ERp5 insulin aggregation, absorbance 650 nm, 90 min; 350,000 compounds, 0.05% hits;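 active means mean replicate inhibition above about 25%, with every replicate also reaching it, limit read from the data, passing the limit was not always enough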
Target sequence (Q15084 whole entry, looked up): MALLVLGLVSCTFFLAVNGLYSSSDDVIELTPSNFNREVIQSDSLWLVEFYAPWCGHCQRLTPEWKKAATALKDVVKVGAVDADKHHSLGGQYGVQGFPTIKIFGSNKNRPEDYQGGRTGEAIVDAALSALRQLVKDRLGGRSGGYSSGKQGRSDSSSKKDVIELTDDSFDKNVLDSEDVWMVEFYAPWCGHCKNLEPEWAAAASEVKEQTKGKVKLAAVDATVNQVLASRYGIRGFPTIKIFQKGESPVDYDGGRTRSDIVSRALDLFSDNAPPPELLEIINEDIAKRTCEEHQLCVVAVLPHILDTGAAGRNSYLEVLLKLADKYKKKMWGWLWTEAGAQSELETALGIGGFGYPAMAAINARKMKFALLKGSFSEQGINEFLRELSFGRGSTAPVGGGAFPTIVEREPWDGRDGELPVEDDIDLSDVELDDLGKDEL
* hit, by the source's call; · = no result given; [ ] = dose if it differs, or a comment.

Value order: esBAF inh | SIRT5 block | ARNT-TACC3 inh | Cneo AK release | miR122 inh | ERp5 inh | C2C12 statin
#1 C[C@@H]1CCCCO[C@H](CN(C)C)[C@H](C)CN([C@@H](C)CO)C(=O)c2cc(NC(=O)Nc3ccc(F)cc3)ccc2O1
 : 0 | -1 | 3 | 1 | -10[16.7 µM] | -3 | -4
#2 COCCOC(=O)C1=C(C)Nc2ncnn2C1c1ccc(F)cc1 (stereo not drawn)
 : -1 | · | -8 | 1 | 9 | · | 20
#3 Nc1nonc1-n1nnc(C(=O)N/N=C/c2ccccc2Cl)c1CN1CCOCC1
 : 6 | 0 | -7 | -1 | · | -11 | 12
#4 C=CCSc1nnnn1-c1ccc(OC)cc1
 : 4 | · | -1 | -2 | -1 | · | ·
#5 C[C@H]1CN([C@@H](C)CO)C(=O)c2cc(NC(=O)Nc3ccc(F)cc3)ccc2O[C@H]1CN(C)CC1CCCCC1
 : -9 | 6 | 29 | -1 | 5[16.7 µM] | -3 | -35
#6 COc1ccccc1NC(=O)N1[C@H](CO)[C@H](c2ccccc2)[C@@H]1C#N
 : -3 | 3 | 3 | -4 | · | 3 | 8
#7 CCN(C[C@H]1N[C@@](CC)(C(=O)OC)[C@H]2C(=O)N(Cc3ccccc3)C(=O)[C@@H]12)C(=O)Nc1ccc(OC)cc1
 : 5 | · | 36 | 21 | 0 | -2 | -6
#8 C[C@H]1CN([C@@H](C)CO)C(=O)Cc2cc(NC(=O)CCC(F)(F)F)ccc2O[C@H]1CN(C)C
 : 0 | -2 | -8 | 54 | 1[16.7 µM] | 1 | 5
#9 COC(=O)C(=N/Nc1ccccc1C(=O)OC)/C(C)=N/O
 : -5 | 3 | -11 | -5 | 4 | 0 | 0
#10 Cc1ccc(S(=O)(=O)Nc2ccc3c(c2)C(=O)N([C@H](C)CO)C[C@@H](C)[C@H](CN(C)C(=O)Cc2ccccc2)OCCCC[C@@H](C)O3)cc1
 : 2 | 9 | 5 | 37 | 0[16.7 µM] | 0 | ·
#11 COc1ccc(NC(=O)N(C2CCCCC2)C2CCN(C(C)C)CC2)c(OC)c1
 : -6 | · | 25 | 4 | -4 | · | 0
#12 Cc1ccc(C(OCC(O)CNC(CO)C(O)c2ccc([N+](=O)[O-])cc2)c2ccccc2)cc1 (stereo not drawn)
 : 2 | 2 | 5 | 11 | -3 | 0 | -40
#13 O=C(N/N=C/c1ccccc1Br)c1ccc(CSc2cccc3cccnc23)cc1
 : 16 | · | 35 | -1 | -6 | · | -25
#14 Cc1cc(C)cc(NC(=O)C2CCCN(S(=O)(=O)c3ccc4[nH]c(=O)ccc4c3)C2)c1 (stereo not drawn)
 : -3 | · | -13 | 4 | 0 | -2 | 9
#15 Cc1ccc(OCC(=O)Nc2ccc(S(=O)(=O)NC3=NCCCCC3)cc2)cc1
 : -6 | 8 | · | 3 | 0 | -5 | 7
#16 CCCOC(=O)c1ccc(Oc2cn[nH]c2-c2ccc(OCC)cc2O)cc1
 : · | · | -5 | 6 | 11 | · | ·
#17 CCOC(=O)C1=C(COC(=O)c2cc(OC)c(OC)cc2[N+](=O)[O-])NC(=O)NC1C (stereo not drawn)
 : -1 | 2 | 3 | 0 | -13 | 7 | -23
#18 NC1=NC(=O)C(Cc2cc(Cl)ccc2Cl)S1 (stereo not drawn)
 : 1 | · | -5 | -1 | -3 | · | 6
#19 CCN(CC(=O)Nc1ccc(C(=O)Nc2ccc(OC)cc2)cc1)Cc1nc2ccccc2c(=O)[nH]1
 : 7 | -3 | -11 | · | 2 | 5 | -41
#20 COC(=O)COc1ccc(S(=O)(=O)N2CCN(c3ccccc3)CC2)cc1
 : -4 | 0 | -5 | -6 | 0 | 3 | 2

The final 6 records of the section before lead into the next.
Value order: esBAF inh | SIRT5 block | ARNT-TACC3 inh | Cneo AK release | miR122 inh | ERp5 inh | C2C12 statin
#15 Cc1ccc(OCC(=O)Nc2ccc(S(=O)(=O)NC3=NCCCCC3)cc2)cc1
 : -6 | 8 | · | 3 | 0 | -5 | 7
#16 CCCOC(=O)c1ccc(Oc2cn[nH]c2-c2ccc(OCC)cc2O)cc1
 : · | · | -5 | 6 | 11 | · | ·
#17 CCOC(=O)C1=C(COC(=O)c2cc(OC)c(OC)cc2[N+](=O)[O-])NC(=O)NC1C (stereo not drawn)
 : -1 | 2 | 3 | 0 | -13 | 7 | -23
#18 NC1=NC(=O)C(Cc2cc(Cl)ccc2Cl)S1 (stereo not drawn)
 : 1 | · | -5 | -1 | -3 | · | 6
#19 CCN(CC(=O)Nc1ccc(C(=O)Nc2ccc(OC)cc2)cc1)Cc1nc2ccccc2c(=O)[nH]1
 : 7 | -3 | -11 | · | 2 | 5 | -41
#20 COC(=O)COc1ccc(S(=O)(=O)N2CCN(c3ccccc3)CC2)cc1
 : -4 | 0 | -5 | -6 | 0 | 3 | 2
#21 COC(=O)c1ccc(N2CCOCC2)c(NC(=O)c2cccnc2)c1
 : -9 | -1 | 2 | -1 | 1 | 1 | -10
#22 CCN(CCCNC(=O)COc1cc(=O)n(C)c2ccccc12)c1ccccc1
 : -3 | · | 1 | 0 | -4 | · | -5
#23 Cc1ccc(CNC(=O)c2ccc(Br)o2)cc1
 : 0 | -1 | -10 | -1 | 2 | -2 | 19
#24 COc1ccc(CNC(=O)C2CCN(S(=O)(=O)c3ccc4c(c3)C(C)(C)C(=O)N4C)CC2)cc1
 : 0 | · | -6 | 0 | 0 | 0 | 86*
#25 COc1ccc(OC)c(C(C)NC(=O)C(C)n2cc([N+](=O)[O-])cn2)c1 (stereo not drawn)
 : -2 | -1 | -8 | 1 | 3 | -3 | -3
#26 CCCC#Cc1ccc2c(c1)O[C@@H](CN(C)Cc1ccncc1)[C@H](C)CN([C@@H](C)CO)S2(=O)=O
 : 2 | 5 | -4 | -16 | 7[16.7 µM] | -3 | -90
#27 Cn1c(=O)c2c(nc(NCCc3ccccc3)n2Cc2ccccc2)n(C)c1=O
 : -14 | · | -1 | -2 | -1 | · | -46
#28 Cc1ccsc1/C=N/NC(=O)c1nnn(-c2nonc2N)c1CSc1ccccc1
 : 5 | -2 | 2 | 4 | 8 | -1 | -33
#29 Cc1ccc(-c2nc3ccc(Br)cn3c2CC(C)(C)C)cc1
 : 2 | · | · | 0 | 4 | 0 | 2
#30 CCOC(=O)c1ccccc1-n1nnnc1C
 : · | 1 | 9 | · | · | 2 | ·
#31 O=C(COC(=O)c1ccc(F)cc1F)Nc1ccc2[nH]c(=O)[nH]c2c1
 : -8 | 8 | 1 | 1 | -2 | -2 | 0
#32 COCc1ccc(C(=O)N2CCCC(C(=O)c3ccc(SC)cc3)C2)s1 (stereo not drawn)
 : -1 | 0 | -3 | 0 | -2 | -1 | -8
#33 C[C@@H]1CN([C@H](C)CO)C(=O)c2cc(NS(=O)(=O)c3cn(C)cn3)ccc2O[C@H]1CN(C)C(=O)Nc1ccc(F)cc1
 : 1 | · | · | · | 3[16.7 µM] | · | -10
#34 Cc1cc2nc(C3CCCCC3)c(Cc3ccccc3)n2c(C)c1Br
 : -5 | -11 | · | 0 | 11 | 2 | 17
#35 CCCCOc1ccc(S(=O)(=O)NC(=O)C2(C)CCN2C(=O)c2c(C)noc2C)cc1 (stereo not drawn)
 : 6 | 0 | · | -1 | -1 | 3 | 8
#36 COc1ccc(Br)cc1C(=O)NC(=S)Nc1cc(-c2nc3ccccc3[nH]2)ccc1C
 : 15 | -6 | -3 | -1 | 17 | 3 | -66
#37 O=C(Cc1ccccn1)NCC[C@@H]1CC[C@H](NS(=O)(=O)c2ccccc2)[C@@H](CO)O1
 : 1 | 1 | 14 | -3 | · | 7 | -2
#38 COc1ccccc1OCC(=O)NC1CCCc2ccccc21 (stereo not drawn)
 : -7 | 0 | -3 | 6 | 5 | -2 | 8
#39 CCc1nc2ccc(C(=O)NCCC(C)C)cn2c1N(CCN(C)C)CC1CC1
 : 0 | -1 | · | 0 | -1 | 3 | -8
#40 CCCc1c(C)c2cc(C)ccc2[nH]c1=O
 : -10 | · | -5 | · | -1 | · | 0
#41 C[C@H]1CN([C@@H](C)CO)C(=O)Cc2cc(NS(C)(=O)=O)ccc2O[C@@H]1CN(C)Cc1ccc(C(=O)O)cc1
 : 0 | 4 | 2 | -1 | 13[16.7 µM] | -9 | -26
#42 CN(C)C(=O)c1cc(C(=O)c2ccc(F)cc2Cl)c[nH]1
 : 20 | -2 | 12 | 1 | 2 | -1 | -3
#43 CC(OC(=O)c1cc(=O)c2ccccc2o1)C(=O)c1ccccc1 (stereo not drawn)
 : 2 | 0 | -7 | -1 | 4 | 4 | 2
#44 Nc1ccccc1SC1CC(=O)N(c2ccccc2Cl)C1=O (stereo not drawn)
 : 7 | -8 | 4 | -1 | · | 3 | 1
#45 CCOC(=O)C(=O)Nc1cc(C)nn1-c1nc2ccccc2[nH]1
 : · | -4 | 4 | -1 | -1 | 2 | ·
#46 COc1ccc(C(C(O)C(=O)c2c[nH]c3ccccc23)N2CCN(c3ccccc3)CC2)cc1 (stereo not drawn)
 : · | · | 2 | 0 | 59 | · | ·
#47 O=c1c2ccccc2ncn1-c1ccccc1F
 : -6 | -3 | -1 | 0 | -2 | 4 | 2
#48 C[C@@H]1CN([C@H](C)CO)S(=O)(=O)c2ccc(C3=CCCC3)cc2O[C@@H]1CN(C)CC1CCOCC1
 : 0 | 0 | 4 | 2 | · | -6 | -4
#49 Cn1c(-c2ccc(F)cc2)cc2onc(-c3ccccc3Cl)c2c1=O
 : -10 | · | -5 | -2 | 3 | 3 | -15
#50 O=C(NC1CCCCC1)c1ccc(S(=O)(=O)NCc2ccco2)cc1
 : 5 | · | 1 | 1 | 0 | · | -1
#51 Nn1c(SCC(=O)NC2CCCc3ccccc32)nnc1-c1cccs1 (stereo not drawn)
 : 4 | · | 1 | 0 | -3 | · | -2
#52 COc1ccc(-c2nc(N)ncc2-c2csc(C)n2)c(O)c1OC
 : 1 | 2 | · | 5 | 4 | 1 | 11
#53 Cc1no[n+]([O-])c1COc1ccccc1/C=C1\NC(=S)NC1=O
 : · | · | 2 | -1 | -6 | · | ·
#54 C[C@H]1CN([C@@H](C)CO)S(=O)(=O)c2ccc(C#Cc3ccccc3)cc2O[C@@H]1CN(C)C(=O)Nc1ccc2c(c1)OCO2
 : -5 | 1 | 1 | 14 | 36[16.7 µM] | -3 | -103
#55 C[C@H]1CCCCO[C@H](CN(C)S(=O)(=O)c2cccs2)[C@@H](C)CN([C@@H](C)CO)C(=O)c2cc(N(C)C)ccc2O1
 : -8 | 4 | 1 | 49 | 17[16.7 µM] | 2 | -8
#56 O=S(=O)(Nc1ccc2ccccc2n1)c1ccccc1Cl
 : 8 | 2 | 0 | -2 | 5 | 9 | -1
#57 Cc1nc(C)c(C(=O)NNS(=O)(=O)c2ccccc2)s1
 : -2 | · | · | -2 | 1 | 1 | -7
